Bioassay records from PubChem.
mouse IAP activators = activators of mouse IAP, confirmation, biochemical, luminescence, single concentration (AID 434970) | purified mouse IAP, CDP-Star luminescence, 30 min; stronger effect = lower value | activity change, negative = activation, % at 10 µM | 2.9% of 11,000 active; in the data active means activity change below about -85%;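 further: percent relative to enzyme plus DMSO wells and wells without enzyme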
mouse IAP activators Fold change = further read-out of mouse IAP activators, marked with its call; activation factor; measured here: IAP activation factor; stronger effect = higher value;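 fold luminescence change scaled to plate control wells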
Active calls of the source: *. A portion of the library; count on the stated rates, not on these rows.

SMILES | mouse IAP activators | mouse IAP activators Fold change
COc1ccc(CN(CC(O)COCc2ccccc2)S(=O)(=O)c2ccccc2Br)cc1OC (stereo unspecified) | -3.5 | 1.04
O=S(=O)(NCCOc1ccc(F)cc1)c1ccc2c(c1)OCCO2 | 4.4 | 0.956
C=CCOc1ccc(C2C(C(=O)c3ccco3)=C(O)C(=O)N2CCCN(CC)CC)cc1 (stereo unspecified) | 4.9 | 0.951
O=C(C[C@H]1C[C@H](C(=O)N2CCOCC2)[C@@]2(CCC3CCCC3)c3[nH]c4ccc(Cl)cc4c3CCN2C1=O)NCC12CC3CC(CC(C3)C1)C2 | -13.1 | 1.13
CCOc1ccc(CN(C(=O)c2cc3ccccc3oc2=O)C2CC2)cc1 | -5.5 | 1.06
O=c1oc(/C=C/c2ccco2)nc2sc3c(c12)CCC3 | 61.9 | 0.381
CC[C@]12c3[nH]c4ccc(OC)cc4c3CCN1C(=O)C(CC(=O)NCC13CC4CC(CC(C4)C1)C3)C[C@@H]2C(=O)N1CCN(C(=O)C2CC2)CC1 (stereo partly specified) | -17.5 | 1.18
O=C(Nc1ccc(Cl)cc1)C1CC(=O)n2c(nc3ccccc32)N1 (stereo unspecified) | -106.4* | 2.06*
Nc1ccc(-c2sc(N)nc2-c2ccccc2)cc1 | 6.2 | 0.938
CCCN(Cc1cc2cc(C)ccc2[nH]c1=O)S(C)(=O)=O | -11.2 | 1.11
COc1cc(COc2ccc3c(C)c(Cc4ccccc4)c(=O)oc3c2)cc(OC)c1OC | 10.4 | 0.895
CCOc1ccc(NC(=O)c2cccc3c2C(=O)N(CCOC)C3)cc1 | -6.0 | 1.06
COc1ccccc1NS(=O)(=O)c1cc(NC(=O)Nc2cccc(C)c2)ccc1N1CCCCC1 | -278.3* | 3.78*
COCCN(C(C)=O)c1nnc(-c2ccccn2)s1 | 6.0 | 0.94
CC1CCCCN1S(=O)(=O)c1ccc(C(=O)Nc2nnc(-c3cccs3)o2)cc1 (stereo unspecified) | 13.6 | 0.864
Nn1cc(-c2ccccc2)nc1SCC(=O)N1CCN(S(=O)(=O)c2ccc(Cl)cc2)CC1 | 1.5 | 0.985
O=C(NCc1ccco1)c1nc2nc(-c3cccs3)cc(C(F)(F)F)n2n1 | 22.8 | 0.772
O=C(Nc1cccc(Cl)c1)Nc1nc(-c2ccc(Cl)cc2)cs1 | -109.8* | 2.1*
CNC(=O)CN(c1ccc(OC)cc1)S(=O)(=O)c1ccc(F)cc1 | -11.4 | 1.11
Cc1cc(-c2ccccc2)[nH]c(=O)c1S(=O)(=O)c1ccccc1 | 5.7 | 0.944
O=C(O)COc1ccc(/C=C/c2nc(-c3ccccc3O)n[nH]2)cc1 | 62.2 | 0.378
FC(F)(F)c1nnc2sc(-c3cccs3)nn12 | 3.3 | 0.967
Cc1ccc(Cn2nc(C)c(NC(=O)C3CC3)c2C)cc1 | -6.3 | 1.06
COc1ccc(NC(=O)CCCCn2c(=O)[nH]c3ccccc3c2=O)cc1 | 3.2 | 0.968
CCCC1=Nc2cc(C(=O)NCCCOCC)ccc2Sc2ccccc21 | 14.1 | 0.859
COc1ccc2oc(C(=O)c3ccccc3)c(N)c2c1 | 2.2 | 0.978
Cn1cccc1-c1nc2ccc(NC(=O)c3ccco3)cc2[nH]1 | -6.6 | 1.07
O=C(Nc1ccccc1)Nc1cccc(C(F)(F)F)c1 | -82.1 | 1.82
Cc1cccc(C2=NN(c3ccc(Br)cc3)[C@@H](C(=O)N3CCOC3=O)[C@@H]2c2ccc([N+](=O)[O-])cc2)c1 | 10.8 | 0.891
Cc1ccc(S(=O)(=O)N2CCC[C@H]2C(=O)OC(C)C(=O)Nc2ncc(Cl)cc2Cl)cc1 (stereo partly specified) | -8.9 | 1.09

Nothing new here: three of the compounds above.
SMILES | mouse IAP activators | mouse IAP activators Fold change
O=C(O)COc1ccc(/C=C/c2nc(-c3ccccc3O)n[nH]2)cc1 | 62.2 | 0.378
FC(F)(F)c1nnc2sc(-c3cccs3)nn12 | 3.3 | 0.967
Cc1ccc(Cn2nc(C)c(NC(=O)C3CC3)c2C)cc1 | -6.3 | 1.06

The list goes on:
SMILES | mouse IAP activators | mouse IAP activators Fold change
Cn1c(SCc2cc(=O)[nH]c3ccccc23)nnc1-c1ccc(Br)cc1 | 5.1 | 0.949
COC(=O)c1sccc1NC(=O)c1cc(OC)cc(OC)c1 | 7.2 | 0.928
N#CC1=C(N)C2=C(N3CCCCC3)CCCC2C1(C#N)C#N (stereo unspecified) | 40.2 | 0.597
CC[C@]1(C(=O)OC)[C@H]2C(=O)N(Cc3ccccc3)C(=O)[C@H]2[C@H]2CN=C(SCc3ccc(C)cc3)N21 | -9.8 | 1.1
Cc1ccc(NCc2nnc(SCC(N)=O)n2CC2CCCO2)c(C)c1 (stereo unspecified) | -9.4 | 1.09
COc1ccc2c(c1)OC(=O)CC2c1ccccc1OC (stereo unspecified) | 11.2 | 0.888
CC(=O)Nc1ccc(S(=O)(=O)NCCNC(=O)c2ccccc2F)cc1 | -2.4 | 1.02
COc1ccccc1NC(=S)NCCC(c1ccccc1)c1ccccc1 | -38.9 | 1.39
COc1cc(OC)cc(-c2sc3ccc(OC)cc3c2-c2ccc(OCCN3CCCCC3)cc2)c1 | 3.2 | 0.968
CC(NC(=O)COc1ccccc1)C(=O)OCC(=O)c1cc2ccccc2o1 (stereo unspecified) | -4.3 | 1.04
C[C@@H](NS(=O)(=O)c1ccc(Br)cc1F)[C@@H](O)c1ccccc1 | -0.9 | 1.01
Cc1c(Cl)cccc1N1C(=O)CC(N(O)c2ccccc2)C1=O (stereo unspecified) | -4.7 | 1.05
CCCC(c1nnnn1CCc1ccccc1)N1CCC(C(N)=O)CC1 (stereo unspecified) | -6.2 | 1.06
CCSc1nc(N)c2c(C)c(C)sc2n1 | -10.9 | 1.11
COc1cc(/C=C2\SC(=S)N(Nc3ccccc3)C2=O)cc(OC)c1OC | 38.7 | 0.613
CC1(C)Oc2ccc3ccc(=O)oc3c2/C(=C/NC2CCCCC2)C1=O | 4.4 | 0.956
CCCN1C2=C(C(=O)CCC2)C(c2ccc(O)c(Br)c2)C2=C1CCCC2=O | 5.7 | 0.944
Cc1ccc(S(=O)(=O)NNC(=O)c2cc3cc4ccccc4nc3s2)cc1 | 18.2 | 0.818
O=C(CS(=O)(=O)Cc1ccccc1)N1CCc2ccccc21 | -10.1 | 1.1
CCN1C(=O)S/C(=C\c2ccc(N3CCOCC3)cc2C)C1=O | 13.5 | 0.865
Cc1ccc2nc(N3CCN(C(=O)c4cccs4)CC3)c(C#N)cc2c1 | 9.7 | 0.903
CC1(C)C(=O)Nc2ccccc2N1C(=O)CN1C(=O)c2ccccc2C1=O | 4.0 | 0.96
COc1cc(SC)ccc1C(=O)Nc1ccon1 | -2.4 | 1.02
Cc1ccc2c(CC(=O)Nc3nc(C)cs3)coc2c1 | -8.4 | 1.08
C[C@@H]1CN([C@@H](C)CO)C(=O)c2cc(NC(=O)Nc3ccccc3)ccc2O[C@H]1CN(C)C(=O)Nc1cccc2ccccc12 | -79.6 | 1.8
Nc1nc(SCCOc2ccccc2)n[nH]1 | 3.0 | 0.971
CCOC(=O)c1c(C)[nH]c(C)c1C(=O)Cn1nnc(-c2ccccc2C)n1 | 0.3 | 0.997
COc1cc2[nH]c(=O)n(CCC(=O)NC3CCN(Cc4ccccc4)CC3)c(=O)c2cc1OC | -3.3 | 1.03
Cn1nc([N+](=O)[O-])nc1S(C)(=O)=O | 58.9 | 0.411
CCCCCCCC(=O)N/N=C/c1ccco1 | 8.2 | 0.917
Cc1ccc(S(=O)(=O)N2C[C@@H]3CCCC[C@@H]3[C@@H](C)[C@H]2c2cn(Cc3ccccc3)c3ccccc23)cc1 | 5.7 | 0.943
CCCc1cc(=O)[nH]c(/N=C(/NC(=O)C(C)N2C(=O)c3ccccc3C2=O)Nc2ccccc2)n1 (stereo unspecified) | 8.3 | 0.917
Cn1c(CCN2CCOCC2)nc2cc(NC(=O)COc3ccc(Cl)cc3)ccc21 | 7.3 | 0.927
CCOC(=O)C1=C(C)NC(C)=C(C(=O)OCC)C1C(=O)OCC(=O)N1CCc2ccccc21 | 5.8 | 0.942
CN(C)/C=C/C=C1C(=O)CCCC1=O | -4.7 | 1.05
COc1ccc2nc(/N=C\N(C)C)sc2c1 | 0.3 | 0.996
Cc1cc(-n2nc(C)cc2C)n2ncc(-c3ccccc3)c2n1 | 5.9 | 0.941
COc1cccc2sc(Nc3nnc(-c4cccs4)o3)nc12 | 32.2 | 0.678
Cc1nnc(SCc2ccccc2C#N)n1-c1ccccc1 | 2.4 | 0.977
Clc1ccc(C2=Nn3c(nnc3-c3cccnc3)SC2)s1 | -2.2 | 1.02
COc1cc(NC(=O)NCC2CCN(Cc3ccc(C)cc3)CC2)cc(OC)c1OC | -88.3 | 1.88
CCS(=O)(=O)N1CCN(c2ccc([N+](=O)[O-])c(N3CCOCC3)c2)CC1 | 1.8 | 0.982
CCOCCCNC(=O)c1ccccc1SCC | -4.0 | 1.04
CC1(c2ccccc2)NC(=O)N(CCN2C(=O)c3ccccc3C2=O)C1=O (stereo unspecified) | -2.0 | 1.02
O=C(Nc1ccc(Cl)cc1)Nc1ccc(N2CCOCC2)cc1 | -16.9 | 1.17
CS(=O)(=O)Nc1ccc2c(c1)nc1n2CCOC1 | 4.8 | 0.952
Cc1ccc(N2C(=O)CC(c3ccsc3)C3=C2CC(C)(C)CC3=O)cc1 (stereo unspecified) | 5.3 | 0.947
COc1cccc(OC)c1NC(=O)C1CCCN1C(=O)NCc1ccccc1 (stereo unspecified) | 6.2 | 0.938
COc1ccc(-c2oc3ncnc(NCCN4CCOCC4)c3c2-c2ccc(OC)cc2)cc1 | 2.9 | 0.972
Cc1noc(C)c1C(=O)NCCc1ccccc1 | -8.7 | 1.09
O=C(CCC(=O)OCC(=O)c1cccc([N+](=O)[O-])c1)Nc1cccc(Cl)c1Cl | 2.4 | 0.976
Cc1ccc(NCc2nnc(SCC(=O)N3CCCc4ccccc43)o2)c(C)c1 | -2.3 | 1.02
O=C(Nc1ccc(NC(=O)C2CC2)nc1)c1cccnc1 | 5.8 | 0.943
Cc1cc(C)nc(N2CCC(C(=O)O)CC2)n1 | -7.9 | 1.08
COc1ccc(NC(=O)CCS(=O)(=O)c2ccc3c(c2)CCCN3C(C)=O)cc1Cl | -9.2 | 1.09
Cc1noc(C)c1S(=O)(=O)N(CC(=O)Nc1ccc2c(c1)OCCO2)c1ccc(C(C)C)cc1 | -51.0 | 1.51
Cc1cc(C)nc(N/N=C/c2cccc3ccccc23)n1 | -6.0 | 1.06
CCC(C)Sc1nc2c(c(=O)[nH]c(=O)n2C)n1CC(O)COc1ccccc1C (stereo unspecified) | 4.8 | 0.952
CC(C)C(=O)Nc1cccc(NC(=O)c2cc3ccccc3o2)c1 | 1.2 | 0.988
CN(C)C(=O)CCc1ccc2c3c([nH]c2c1)[C@]1(C)[C@@H](C(=O)N2CCOCC2)C[C@H](CC(=O)NCC24CC5CC(CC(C5)C2)C4)C(=O)N1CC3 | -6.5 | 1.07
(next part)
SMILES | mouse IAP activators | mouse IAP activators Fold change
COc1ccc2[nH]c3c(c2c1)CCN1C(=O)C(CC(=O)NCCC2=CCCCC2)C[C@H](C(=O)N2CCCCC2)[C@@]31CCc1ccccc1 (stereo partly specified) | -52.4 | 1.52
CCO[C@@H]1OC(C(=O)N2CCN(Cc3ccc4c(c3)OCO4)CC2)=C[C@H](c2cn(C(C)=O)c3ccccc23)[C@H]1CCCO | -46.7 | 1.47
CCN(CC)CCNC(=O)Cn1cnc2sc(C)c(S(=O)(=O)N3CCOCC3)c2c1=O | -4.0 | 1.04
CN1c2ccccc2-c2nc3ccccc3n2C1c1ccccn1 (stereo unspecified) | -10.5 | 1.1
CC(C)(C)NC(=O)C(c1ccc(-c2ccccc2)cc1)N(C[C@H]1CC[C@@H]([C@@H]2CC[C@H](CO)O2)O1)C(=O)c1ccc(-c2ccccc2)cc1 (stereo partly specified) | -6.8 | 1.07
COCc1c(C)cc(C)c(/C=N/O)c1C | 4.9 | 0.951
CC(C)N1CC(C(=O)Nc2nc3ccccc3s2)CC1=O (stereo unspecified) | -3.5 | 1.04
Cc1cccc(OCc2nnc3n2CCCCC3)c1 | -7.7 | 1.08
COc1ccc(C2CC(C(C)(C)C)=NN2c2ccc(S(N)(=O)=O)cc2)cc1 (stereo unspecified) | -8.2 | 1.08
CCCCCCc1cc2cc(C(=O)NC)c(=N)oc2cc1O | -27.9 | 1.28
C[C@H](CO)N1C[C@H](C)[C@@H](CN(C)S(=O)(=O)c2ccc(F)cc2)Oc2ccc(NC(=O)Nc3ccccc3)cc2C1=O | -91.2 | 1.91
CCOc1ccc(CCNC(=O)c2ccc(N3CCCC3=O)cc2)cc1OCC | 8.1 | 0.919
O=C1CCCc2c1[nH]c1ccccc21 | 1.0 | 0.99
CCN1C(=O)/C(=C/C=C2/SCCN2C)SC1=S | 12.1 | 0.879
COc1ccc(C(=O)NCc2ccc(C)cc2)cc1S(=O)(=O)N1CCCc2ccccc21 | -13.1 | 1.13
Cc1ccc(N2C(=O)C3N=NN(CC(=O)N4N=C(c5cccc6ccccc56)CC4c4ccccc4)C3C2=O)cc1 (stereo unspecified) | -1.9 | 1.02
N=C1/C(=C\c2coc3ccc(O)cc3c2=O)C(=O)N=C2SC=CN12 | 64.1 | 0.359

Record cards (already shown). Values in the order: mouse IAP activators, mouse IAP activators Fold change
COCc1c(C)cc(C)c(/C=N/O)c1C across the screens: 4.9, 0.951
CCO[C@@H]1OC(C(=O)N2CCN(Cc3ccc4c(c3)OCO4)CC2)=C[C@H](c2cn(C(C)=O)c3ccccc23)[C@H]1CCCO across the screens: -46.7, 1.47
Cc1cccc(OCc2nnc3n2CCCCC3)c1 across the screens: -7.7, 1.08
CN1c2ccccc2-c2nc3ccccc3n2C1c1ccccn1 (stereo unspecified) across the screens: -10.5, 1.1
C[C@H](CO)N1C[C@H](C)[C@@H](CN(C)S(=O)(=O)c2ccc(F)cc2)Oc2ccc(NC(=O)Nc3ccccc3)cc2C1=O across the screens: -91.2, 1.91
